Screening data from PubChem.
ARFGAP1 inhibitor: rat ARFGAP1 inhibition; 360,000 tested, 0.26% active; inhibition, % at 16.5 µM; AID 651572; Q62848; Arfgap1-stimulated ARF1 GTP hydrolysis, GDP FP detection;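 active = inhibition above a per-plate limit, mean inhibition of low control wells plus 3 SD, cut at about 25% in these data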;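 also: 0% = DMSO wells with enzyme and 100% = wells lacking Arfgap1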
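Assay system: Rat Arfgap1 GAP domain (His6, aa 1-136), purified enzyme | Buffer or medium: HEPES 25 mM pH 7.5, NaCl 150 mM, MgCl2, DTT | Schedule: GTP hydrolysis reaction 2 h at 25 °C | Signal: FP of antibody-bound GDP Alexa 633 tracer, ex 620/em 688 nm | Measure: Percent inhibition of Arfgap1-stimulated GTP hydrolysis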
HTRA1 inhibitor: blocks human HTRA1 serine peptidase; recombinant HTRA1, FP-rhodamine activity-based probe, fluorescence polarization; inhibition, % at 5.96 µM; 340,000 tested, 0.5% active; AID 504803; in the data active = inhibition above about 36%;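 also: 0% = enzyme with DMSO and 100% = wells lacking enzyme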
NR1D1 modulator: modulators of human Rev-erb alpha DNA binding | Rev-erbα–FITC-DNA binding, fluorescence polarization, 90 min | activity, % at 10 µM | 370,000 tested, 0.79% active | AID 1259318;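 active = activity above about 14%, limit read from the data; passing the limit was not always enough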;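 also: 0% = DMSO wells with 35 nM protein and 100% = DMSO wells with 750 nM protein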
Target sequence (P20393 whole entry, looked up): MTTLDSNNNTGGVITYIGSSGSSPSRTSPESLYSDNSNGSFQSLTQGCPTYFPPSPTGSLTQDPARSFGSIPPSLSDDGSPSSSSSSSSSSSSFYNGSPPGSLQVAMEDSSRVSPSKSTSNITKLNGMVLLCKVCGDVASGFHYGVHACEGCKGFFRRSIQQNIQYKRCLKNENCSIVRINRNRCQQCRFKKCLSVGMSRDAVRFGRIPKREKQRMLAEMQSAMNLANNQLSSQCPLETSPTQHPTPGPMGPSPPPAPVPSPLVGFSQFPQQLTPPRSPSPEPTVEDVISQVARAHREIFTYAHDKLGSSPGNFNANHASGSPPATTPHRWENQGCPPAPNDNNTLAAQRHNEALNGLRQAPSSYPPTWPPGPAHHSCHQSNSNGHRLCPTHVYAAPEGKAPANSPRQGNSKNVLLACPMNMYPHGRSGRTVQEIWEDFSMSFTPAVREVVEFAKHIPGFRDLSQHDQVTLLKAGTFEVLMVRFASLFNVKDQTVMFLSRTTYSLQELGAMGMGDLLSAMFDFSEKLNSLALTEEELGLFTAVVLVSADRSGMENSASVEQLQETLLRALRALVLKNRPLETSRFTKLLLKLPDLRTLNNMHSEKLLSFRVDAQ
mABHD4 FP: inhibitors of mouse ABHD4; inhibition, % at 8.92 µM; 370,000 tested, 0.54% active; purified mABHD4, FP-Rh probe fluorescence polarization; Q8VD66;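 active = inhibition exceeding the mean over every tested compound plus 3 SD, cut at about 30% in these data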;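 also: 0% = plate median of compound wells and 100% = S159A mutant with DMSO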
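Assay system: mouse ABHD4 enzyme, wild type / Also added: fluorescent activity-based probe FP-Rh / Doses: single nominal dose of 8.92 µM, 0.89% DMSO final / Timing: 45 min compound pre-incubation plus 60 min probe step, 25 °C / Signal: FP readout, ex 525 nm / em 598 nm / Control set: S159A mutant/DMSO as 100%, compound-well median as 0%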
GC-A act: GC-A (human) enzyme activation; 370,000 tested, 0.14% active; activation, % at 10 µM; P16066; HEK293 GC-A cells, cGMP TR-FRET, EC30 ANP; 0% at EC30 ANP, 100% saturating ANP; AID 1671463; in the data active = activation above about 40%
SMARCA2 activ: activators of SMARCA2 function; MG213 cells, MMTV-luciferase reporter, dexamethasone, overnight; activation, % at 9.1 µM; 370,000 tested, 1% active; in the data active = activation above about 7.8%;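 also: 0% = vehicle wells and 100% = reference activator wells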
GC-B act: GC-B (human) receptor activation; P20594; HEK293-GC-B cells, CNP EC30, cGMP TR-FRET; 0% at EC30 CNP, 100% saturating CNP; activation, % at 10 µM; 370,000 tested, 0.11% active; AID 1920062;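 active = activation at 10 µM reaching about 35% in either raw or pattern-adjusted values, limit read from the data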
PG9 Ab binder: binds the HIV-1 gp120 antibody PG9 | TR-FRET gp120-PG9 antibody binding | inhibition, % at 6.7 µM | 360,000 tested, 0.43% active; in the data active = inhibition above about 8.5%
ASAP1 GAP inh: blocks human ASAP1-stimulated Arf1 GTP hydrolysis; Q9ULH1; GDP FP detection; inhibition, % at 16.5 µM; 360,000 tested, 0.19% active; in the data active = inhibition above about 25%;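 also: 0% = vehicle with enzyme and substrate and 100% = no enzyme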
Target sequence (Q9ULH1 325-724 limits assumed): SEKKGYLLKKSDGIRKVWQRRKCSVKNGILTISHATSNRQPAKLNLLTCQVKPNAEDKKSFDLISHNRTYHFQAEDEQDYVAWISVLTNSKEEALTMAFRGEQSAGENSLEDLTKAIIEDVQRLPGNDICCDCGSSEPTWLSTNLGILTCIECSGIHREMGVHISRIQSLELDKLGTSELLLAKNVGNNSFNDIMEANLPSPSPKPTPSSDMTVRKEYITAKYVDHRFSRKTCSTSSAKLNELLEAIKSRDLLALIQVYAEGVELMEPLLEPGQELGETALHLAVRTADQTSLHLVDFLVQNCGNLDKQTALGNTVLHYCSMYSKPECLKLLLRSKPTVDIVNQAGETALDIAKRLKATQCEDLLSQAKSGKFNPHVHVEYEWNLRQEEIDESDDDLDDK
rCAG RNA binder: r(CAG) repeat RNA binding; TO-PRO-1 dye displacement fluorescence; inhibition, % at 3 µM; 370,000 tested, 1.3% active; AID 651821;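 active = inhibition above the plate cutoff, the mean of all test compounds on that plate plus 3 SD, cut at about 35% in these data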;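 also: 0% = DMSO alone and 100% = 100 µM mitoxantrone as full dye displacement; higher means more dye released from RNA so lower well fluorescence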
Starred values were filed as active, the others as inactive.

`CCCCC(CC)C(=O)Nc1ccc(Nc2ccccc2)cc1` (centres undefined) gave ARFGAP1 inhibitor -20, HTRA1 inhibitor 19, NR1D1 modulator 1, mABHD4 FP 14, GC-A act -1, SMARCA2 activ 0, GC-B act 6, PG9 Ab binder 0.3, ASAP1 GAP inh 15 and rCAG RNA binder 3.
For COc1ccc(CNC(=O)Nc2nc(C(N)Cc3ccc(Cl)cc3)cs2)cc1 (centres undefined) the results were ARFGAP1 inhibitor 10, NR1D1 modulator -2, mABHD4 FP 11, GC-A act -8, SMARCA2 activ -7, GC-B act -12, PG9 Ab binder -1.0, ASAP1 GAP inh 2 and rCAG RNA binder 18.
`Cc1cc2c(NC(=O)Nc3ccc(C(C)(C)C)cc3)cccc2nn1` gave ARFGAP1 inhibitor 7, HTRA1 inhibitor -19, NR1D1 modulator 4, mABHD4 FP -13, GC-A act 2, SMARCA2 activ -5, GC-B act -5, PG9 Ab binder -0.1, ASAP1 GAP inh -1 and rCAG RNA binder 8.
For Cn1c(-c2ccc(F)cc2)cnc1SCC(=O)NNC(=O)Cc1ccccc1 the results were ARFGAP1 inhibitor -4, NR1D1 modulator 1, mABHD4 FP 0, GC-A act -13, SMARCA2 activ -1, GC-B act -8, PG9 Ab binder -2.3, ASAP1 GAP inh 0 and rCAG RNA binder -4.
Screening CC(=O)Nc1cccc(C(=O)N/N=C/c2ccccc2F)c1 returned ARFGAP1 inhibitor 0, HTRA1 inhibitor 3, NR1D1 modulator 0, mABHD4 FP 4, GC-A act -2, SMARCA2 activ 4, GC-B act 2, PG9 Ab binder -3.2, ASAP1 GAP inh -2 and rCAG RNA binder 2.
For O=S1(=O)c2c(NCc3ccco3)cccc2Oc2ccccc2CN1Cc1cn(Cc2ccc(Cl)cc2)nn1 the results were NR1D1 modulator 2, mABHD4 FP -10, GC-A act 1, SMARCA2 activ -3, GC-B act 2 and rCAG RNA binder 15.
OC(c1cc(F)cc(Cl)c1)c1ncc(-c2ccccc2Cl)[nH]1 (centres undefined) was read as ARFGAP1 inhibitor -4, NR1D1 modulator -4, mABHD4 FP -12, GC-A act -4, SMARCA2 activ 5, GC-B act -13, PG9 Ab binder 0.3, ASAP1 GAP inh 11 and rCAG RNA binder 4.
`Cc1cc(C)n(-c2nc3ccccc3c(=O)n2OCC(C)C)n1` gave ARFGAP1 inhibitor 2, HTRA1 inhibitor 4, NR1D1 modulator -1, mABHD4 FP 0, GC-A act -7, SMARCA2 activ -1, GC-B act -1, PG9 Ab binder 0.3, ASAP1 GAP inh -8 and rCAG RNA binder -6.
COc1cc(/C=N/N=C(\N)c2nonc2N)cc(OC)c1OC was read as ARFGAP1 inhibitor -7, NR1D1 modulator 5, mABHD4 FP 0, GC-A act 6, SMARCA2 activ 3, GC-B act 1, PG9 Ab binder -0.8, ASAP1 GAP inh -27 and rCAG RNA binder -3.
`O=C(Nc1cc(S(=O)(=O)N2CCOCC2)ccc1N1CCCC1)c1cc(=O)[nH]c2ccccc12` gave ARFGAP1 inhibitor 7, HTRA1 inhibitor 4, NR1D1 modulator -2, mABHD4 FP 4, GC-A act -1, SMARCA2 activ 1, GC-B act 1, PG9 Ab binder -1.1, ASAP1 GAP inh 2 and rCAG RNA binder 5.
`Cc1csc(SCC(=O)Nc2oc(C)c3c(C)n[nH]c(=O)c23)n1` gave ARFGAP1 inhibitor 14, HTRA1 inhibitor 1, NR1D1 modulator 2, mABHD4 FP -4, GC-A act -2, SMARCA2 activ 5, GC-B act -1, PG9 Ab binder -1.8, ASAP1 GAP inh -9 and rCAG RNA binder 2.
Screening Cc1ccc(/C=N/NC(=O)CCSc2ccccc2)cc1 returned ARFGAP1 inhibitor -8, HTRA1 inhibitor -17, NR1D1 modulator -3, mABHD4 FP 1, GC-A act 2, SMARCA2 activ 2, GC-B act 5, PG9 Ab binder -1.3, ASAP1 GAP inh 20 and rCAG RNA binder -2.
Screening CCCc1c(C(=O)N/N=C(\C)CCc2ccc(OC)cc2)nnn1-c1nonc1N returned ARFGAP1 inhibitor -7, HTRA1 inhibitor -1, NR1D1 modulator -1, mABHD4 FP -1, GC-A act 1, SMARCA2 activ -1, GC-B act 1, PG9 Ab binder 0.5, ASAP1 GAP inh 7 and rCAG RNA binder -2.
Screening COc1ccc(C2CC(c3ccc(C)cc3)Nc3nc(N)nn32)cc1 (centres undefined) returned ARFGAP1 inhibitor -3, HTRA1 inhibitor 0, NR1D1 modulator 2, mABHD4 FP 2, GC-A act 0, SMARCA2 activ -1, GC-B act 4, PG9 Ab binder -0.3, ASAP1 GAP inh 2 and rCAG RNA binder -3.
For C(=N\N(c1ccccc1)c1ccccc1)/c1ccc(N2CCOCC2)s1 the results were ARFGAP1 inhibitor -4, HTRA1 inhibitor 11, NR1D1 modulator 0, mABHD4 FP 4, GC-A act -7, SMARCA2 activ -5, GC-B act -2, PG9 Ab binder -0.8, ASAP1 GAP inh -1 and rCAG RNA binder 10.
`CSc1ccc(/C=C/c2cc(=O)c3ccccc3[nH]2)cc1` gave ARFGAP1 inhibitor 17, HTRA1 inhibitor -9, NR1D1 modulator 1, mABHD4 FP -5, GC-A act 7, SMARCA2 activ 0, GC-B act -9, PG9 Ab binder -0.5, ASAP1 GAP inh 9 and rCAG RNA binder 2.
For Cc1cc(N/N=C/c2cccc([N+](=O)[O-])c2)nc(-n2nc(C)cc2C)n1 the results were ARFGAP1 inhibitor 22, HTRA1 inhibitor 0, NR1D1 modulator -1, mABHD4 FP -3, GC-A act 1, SMARCA2 activ 6, GC-B act 0, PG9 Ab binder -2.1, ASAP1 GAP inh 9 and rCAG RNA binder 0.
Screening Cc1nn(-c2ccccc2)c(C)c1C(=O)N1CCN(S(=O)(=O)c2ccccc2)CC1 returned ARFGAP1 inhibitor 2, HTRA1 inhibitor 1, NR1D1 modulator 1, mABHD4 FP -10, GC-A act -2, SMARCA2 activ 0, GC-B act 2, PG9 Ab binder 2.3, ASAP1 GAP inh 0 and rCAG RNA binder 4.
For C=CCN(Cc1cccc(OC)c1OC)C(=O)Oc1ccccc1 the results were ARFGAP1 inhibitor 0, HTRA1 inhibitor -1, NR1D1 modulator 4, mABHD4 FP -8, GC-A act -1, SMARCA2 activ 0, GC-B act 1, PG9 Ab binder -1.8, ASAP1 GAP inh 4 and rCAG RNA binder -3.
`O=c1ccc2c(-c3ccccc3S(=O)(=O)O)c3ccc(O)c(O)c3oc-2c1O` gave ARFGAP1 inhibitor -24, HTRA1 inhibitor 38*, NR1D1 modulator -56, mABHD4 FP 34*, GC-A act -18, SMARCA2 activ -4, GC-B act -6, PG9 Ab binder -43, ASAP1 GAP inh -18 and rCAG RNA binder 67*.
O=C(CN(CCc1ccccc1)S(=O)(=O)c1ccc(Br)cc1)N/N=C/c1ccc2c(c1)OCO2 was read as ARFGAP1 inhibitor -11, HTRA1 inhibitor -3, NR1D1 modulator 3, mABHD4 FP -5, GC-A act -5, SMARCA2 activ -2, GC-B act -6, PG9 Ab binder -1.4, ASAP1 GAP inh -9 and rCAG RNA binder 1.
`Cc1ccc(NC(=O)CSc2nc3ccccc3c(=O)n2CC2CCCO2)cc1` (centres undefined) gave ARFGAP1 inhibitor -5, HTRA1 inhibitor 2, NR1D1 modulator -5, mABHD4 FP -4, GC-A act 1, SMARCA2 activ 0, GC-B act 1, PG9 Ab binder -2.6, ASAP1 GAP inh 6 and rCAG RNA binder -2.
O=C(Cc1cn2ccsc2n1)Nc1ccccn1 was read as ARFGAP1 inhibitor 8, HTRA1 inhibitor 3, NR1D1 modulator 0, mABHD4 FP 1, GC-A act 0, SMARCA2 activ 1, GC-B act -1, PG9 Ab binder -1.5, ASAP1 GAP inh -12 and rCAG RNA binder 0.
`O=[N+]([O-])c1cccc(/C=C/c2ccccn2)c1` gave ARFGAP1 inhibitor 4, HTRA1 inhibitor -2, NR1D1 modulator 4, mABHD4 FP 1, GC-A act -9, SMARCA2 activ 1, GC-B act -9, PG9 Ab binder -1.2, ASAP1 GAP inh -11 and rCAG RNA binder 3.
Screening Cc1cc2ccccc2n2c(SCC(=O)NCc3cccs3)nnc12 returned ARFGAP1 inhibitor 13, HTRA1 inhibitor -4, NR1D1 modulator -1, mABHD4 FP 5, GC-A act -5, SMARCA2 activ 1, GC-B act -7, PG9 Ab binder -1.5, ASAP1 GAP inh -14 and rCAG RNA binder 1.
Screening Cc1ccccc1NC(=O)COC(=O)c1ccc2nc(C)c(C)nc2c1 returned ARFGAP1 inhibitor 5, HTRA1 inhibitor -4, NR1D1 modulator 6, mABHD4 FP 6, GC-A act -2, SMARCA2 activ 6, GC-B act 3, PG9 Ab binder -1.3, ASAP1 GAP inh 10 and rCAG RNA binder -1.
`CCCCn1c(CNC(=O)C23CC4CC(CC(C4)C2)C3)nnc1SCC(=O)Nc1nnc(C)s1` gave ARFGAP1 inhibitor -3, HTRA1 inhibitor 1, NR1D1 modulator 3, mABHD4 FP 3, GC-A act 0, SMARCA2 activ 2, GC-B act 1, PG9 Ab binder 1.0, ASAP1 GAP inh -8 and rCAG RNA binder 1.
For CC(C)C(NC(=O)c1c(F)cccc1F)C(=O)N1CCN(S(=O)(=O)c2ccc(F)cc2)CC1 (centres undefined) the results were ARFGAP1 inhibitor 8, HTRA1 inhibitor 2, NR1D1 modulator -2, mABHD4 FP -5, GC-A act -1, SMARCA2 activ -3, GC-B act 7, PG9 Ab binder 0.6, ASAP1 GAP inh -12 and rCAG RNA binder -2.
Screening Cc1ccc2cc3cc(C(=O)NC4CCCCC4)oc3nc2c1 returned ARFGAP1 inhibitor 9, HTRA1 inhibitor 3, NR1D1 modulator 5, mABHD4 FP 6, GC-A act 2, SMARCA2 activ 0, GC-B act 0, PG9 Ab binder 1.0, ASAP1 GAP inh 10 and rCAG RNA binder 2.
Screening O=C(NC1CCCCC1)C(c1cccnc1)N(C(=O)c1csnn1)c1ccc(F)cc1 (centres undefined) returned ARFGAP1 inhibitor 10, HTRA1 inhibitor 3, NR1D1 modulator 0, mABHD4 FP 5, GC-A act 1, SMARCA2 activ -3, GC-B act -7, PG9 Ab binder 3.9, ASAP1 GAP inh -9 and rCAG RNA binder -3.
Screening O=C(Nc1ccc2c(c1)OCCO2)c1ccc(Cl)c(S(=O)(=O)N2CCCCC2)c1 returned ARFGAP1 inhibitor 4, HTRA1 inhibitor -14, NR1D1 modulator 2, mABHD4 FP -17, GC-A act 10, SMARCA2 activ -6, GC-B act 0, PG9 Ab binder -2.6, ASAP1 GAP inh 14 and rCAG RNA binder 2.
O=C(NCCNc1ccccc1[N+](=O)[O-])c1ccccc1F was read as ARFGAP1 inhibitor 6, HTRA1 inhibitor 4, NR1D1 modulator 19, mABHD4 FP 2, GC-A act -2, SMARCA2 activ 3, GC-B act -9, PG9 Ab binder -1.3, ASAP1 GAP inh 9 and rCAG RNA binder -5.
For Nc1nc(-c2ccccc2)nc2sc3c(c12)CCCC3 the results were ARFGAP1 inhibitor 6, HTRA1 inhibitor -33, NR1D1 modulator 1, mABHD4 FP -9, GC-A act -6, SMARCA2 activ 1, GC-B act -9, PG9 Ab binder 1.8, ASAP1 GAP inh 0 and rCAG RNA binder 13.
